# Bioassay records from PubChem BioAssay.
# PglD inh – C. jejuni PglD acetyltransferase inhibitors, primary screen, biochemical, DTNB colorimetric, single point | UDP-N-acetylbacillosamine N-acetyltransferase PglD (Campylobacter jejuni) | purified PglD enzyme, DTNB colorimetric CoA detection | inhibition, % at 12.5 µM | 360,000 compounds, 0.098% hits; in the data active = inhibition above about 16%, passing the limit was not always enough; inconclusive = no clear call, values can overlap the other calls; note: strong numbers were not always called active
# F508del corr – F508del CFTR correction, initial screen, CFBE line, single point | CFBE cells, YFP halide quenching; stimulated with forskolin plus potentiator P3; % fluorescence drop versus neutral controls | activity (quench increase), % at 7.58 µM | 350,000 compounds, 0.36% hits | AID 720511, 2013;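 active = mean added fluorescence quench of at least 8% versus neutral control, with both replicates also reaching 8%; inconclusive = only one of the mean or replicate conditions met; inactive = mean below 8% and not both replicates reaching 8%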;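 note: cells transiently co-express mutant CFTR-F508del with the halide-sensitive YFP; corrector assay measuring rescue of mutant channel to the surface after 24 h compound exposure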
# miR-122 sensor – miR-122 Renilla sensor signal increase in Huh7, primary screen, miR-122 inhibitor project, cell-based, single point, plate reader | Huh7 miR-122 Renilla luciferase sensor, 48 h; neutral wells = 0, positive control = 100 | activation (reporter increase), % at 12.5 µM | 340,000 compounds, 0.3% hits;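 active = mean replicate activation score at least 90 and every replicate individually at or above 90; inconclusive = only one of the two criteria met; inactive = neither criterion met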;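 note: higher luciferase means less miR-122 activity so hits act as miR-122 inhibitors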
# Statin myotox sup – suppressors of statin myotoxicity in C2C12 myotubes, primary screen, cell-based, single point, plate reader; C2C12 myotubes + simvastatin, ATP luminescence, 48 h; scaled: DMSO 0, geranylgeraniol control 100; 330,000 compounds, 0.78% hits; rescue of ATP level, % at 7.49 µM; AID 602340, 2012;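 active = mean ATP rescue above about 67%, or every replicate alone reaching that limit, limit read from the data, passing the limit was not always enough; inconclusive = no clear call, values can overlap the other calls; inactive = mean under the limit and some replicate under it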;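 note: myotubes were challenged with 10 µM simvastatin during compound exposure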
# PGC1a acetyl inh – inhibitors of PGC1a acetylation signal, primary screen, cell-based, U2OS, AlphaScreen, inhibitor mode; AlphaScreen anti-acetyl-lysine; with virally co-expressed GCN5 acetyltransferase; inhibition, % at 15.6 µM; 350,000 compounds, 0.17% hits;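 active = every replicate shows inhibition of at least 40%; inconclusive = mean inhibition at least 40% but some replicate below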;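 note: 0% = neutral control wells and 100% = positive control wells; some results beyond the cut were filed as inactive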
# INS-1E GSIS act – GLuc luminescence reporter in INS-1E cells, primary screen for activators of glucose-dependent secretion of insulin; 370,000 compounds, 0.61% hits; INS-1E GLuc reporter insulin secretion, 2-3 h; activation, % at 16.6 µM; AID 743287, 2014;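 active = lowest replicate activation of at least 40%, so every replicate reaches that level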;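 note: 0% = median of neutral control wells and 100% = median of IBMX positive control wells; some compounds called inactive have numbers as strong as hits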
# Cneo AK release – Cryptococcus neoformans cell lysis inducers, primary screen, AK release luminescence, single concentration. AID 651654, 2012. C. neoformans lysis, adenylate kinase release luminescence, 4 h; normalised: neutral wells 0, clomiphene wells 100. lysis activity, % at 15 µM. 360,000 compounds, 0.2% hits;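 active = mean lysis activity across replicates of at least 80%, whatever share of replicates individually reach that level; inactive = mean lysis activity below 80%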
#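 Schedule: static 4 h at 37 °C with compound, 1 h detection; system: C. neoformans cells; benchmarks: Clomiphene as positive control; buffer or medium: fresh YPD medium; measure: luminescence rise reflecting yeast cell lysis; measured by: luminescent adenylate kinase detection reagent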
# FN deposition inh – inhibitors of fibronectin matrix deposition, primary screen, AH1F cells, Alexa488-fibronectin fluorescence, plate reader; 350,000 compounds, 0.086% hits; inhibition, % at 12.6 µM; AH1F fibroblasts, overnight;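 active = mean inhibition across replicates of 30% or more, regardless of how many single replicates reach that level; inconclusive = mean under 30% yet at least half of replicates reach 30%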;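 note: positive control wells lacked labelled fibronectin entirely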
#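 Assay system: AH1F fibroblasts / Quantity: 10000 cells per well / Medium: DMEM plus 2% serum, read in PBS / Reagent: labelled fibronectin 24 nM / Dosing: single dose, pinned / Times: 1 h cell attachment, overnight exposure to compound and label / Signal: fluorescence, ex 485 nm, em 525 nm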
# Active calls of the source: *; ? = inconclusive; . = not tested or not shown; & = joins results of further samples; [ ] = another dose, or the depositor's remark.
molecule	PglD inh	F508del corr	miR-122 sensor	Statin myotox sup	PGC1a acetyl inh	INS-1E GSIS act	Cneo AK release	FN deposition inh
C[C@H](CO)N1C[C@H](C)[C@@H](CN(C)C(=O)Nc2ccccc2)Oc2c(NS(=O)(=O)c3cccs3)cccc2C1=O	-0.7	-0.8&0.3	0.0[16.7 µM]	-7.5	4.1	7.1&-26.6	0.7	-18.7
COc1cc(C(O)c2nc(/C=C/c3ccc(C(F)(F)F)cc3)cs2)ccc1F (stereo not drawn)	4.1	-1.7	77.6	4.8	1.6	-15.5	-4.2	-5.2
CCC1=NN(C(=O)c2ccccc2Br)C(O)(c2ccc(Br)cc2)C1 (stereo not drawn)	-3.1	0.9	.	.	.	1.4	-1.9	4.2
COc1cc(CNCCCN2CCOCC2)c(Br)cc1OCC(=O)Nc1ccccc1C	.	3.9	.	.	-15.1	9.6	.	-1.5
COc1ccc2c(C)c(C(=O)NCC(C)O)oc2c1OC (stereo not drawn)	-4.4	.	0.0	-4.1	-4.2	.	-3.7	.
COc1ccc2[nH]c(C(=O)O)c(NC(=O)c3ccccc3[N+](=O)[O-])c2c1	-2.8	-0.4	-1.9	7.4	-59.9	26.5	3.2	9.8
COc1cccc(C(=O)NC2CCN(CC(=O)NCc3ccccc3OC)CC2)c1	-0.7	.	-23.4	0.8	-7.0	.	0.1	25.3
COc1cccc(CN2CCC(n3nccc3NC(=O)CCOc3ccccc3)CC2)c1O	-1.1	.	-0.8	.	0.1	.	3.6	.
CCn1cc(CN2CCN(C)C(CCO)C2)c2ccccc21 (stereo not drawn)	5.6	2.3	0.2	6.2	4.1	0.4	-1.2	-2.4
NCC[C@H]1CC[C@H](NS(=O)(=O)Cc2ccccc2)[C@@H](CO)O1	4.7	0.4	1.1[16.7 µM]	-7.0	2.9	12.9	52.1	-1.0
C[C@@H]1CCCCO[C@@H](CN(C)C(=O)NC2CCCCC2)[C@@H](C)CN([C@@H](C)CO)C(=O)c2cc(NC(=O)Nc3ccc4c(c3)OCO4)ccc2O1	3.4	1.1	-1.0[16.7 µM]	.	-8.8	7.7	-2.8	-6.1
O=C(c1ccccc1)N1C[C@H]2[C@@H](c3ccccc31)[C@@H](CO)N2C(=O)c1cccc(F)c1	4.4	2.7	?	-7.1	-1.4	2.2	45.2	25.4
C[C@@H](NC(=O)C[C@@H]1C[C@H]2c3cc(NC(=O)Nc4ccccc4F)ccc3O[C@H]2[C@H](CO)O1)c1ccccc1	-2.3	-3.5	8.0[16.7 µM]	5.8	7.2	12.3	6.0	.
COc1cccc(NC(=O)COc2ccc(C)cc2)c1	-3.6	.	-0.7	20.1	-8.6	.	-3.5	.
CCNC(=S)N/N=C/c1ccc(OCC(=O)Nc2ccc(OC)cc2)c(OC)c1	3.8	.	3.9	.	1.8	-8.6	-4.6	0.0
O=C(CN1CCOCC1)N1CC(=O)N2[C@H](C1)[C@@H](c1ccc(-c3cccc(F)c3)cc1)[C@@H]2CO	.	0.3	.	.	-5.8	5.6	.	-4.5
Cc1cccc(S(=O)(=O)N(C)C[C@H]2OCc3ccccc3-c3c(n(C)c4ccccc34)C(=O)N([C@H](C)CO)C[C@@H]2C)c1	0.8	-9.1	.	.	-0.2	-24.9	-0.1	-2.4
CN1C(=O)c2cc(NC(=O)c3cccc(F)c3)ccc2OC[C@@H]2O[C@H](CC(=O)NC3CCC3)CC[C@H]21	18.9&-21.8	-0.3&0.3	43.3&36.7[16.7 µM]	-6.1&-4.7	5.0&3.0	6.6&0.5	0.0&0.6	5.5&11.9
CC(C)OP(=O)(CCP(=O)(OC(C)C)OC(C)C)OC(C)C	9.6	1.5	9.7	7.9	18.3	10.5	0.5	0.8
Cn1c(CN2CCCCC2)nc2cc(NC(=O)c3ccc(Cl)cc3)ccc21	4.4	.	-4.1	9.0	11.9	-6.7	3.9	-2.2
CCN(C(C)=O)c1cnc(C=NNC(N)=S)c2ccccc12	.	2.8	4.2	.	5.2	11.6	.	6.5
CCO[C@@H]1OC(C(=O)N2CCOCC2)=C[C@H](C2CCCCC2)[C@H]1CCCO	3.2	0.2	2.0	4.3	6.0	3.8	1.0	-1.0
COc1ccc(N2CCN(C(=O)Cn3cnc4sc(C)c(S(=O)(=O)N5CCOCC5)c4c3=O)CC2)cc1	1.2	1.0	-0.2	1.4	4.1	-8.8	-0.5	11.3
COc1ccc(Br)c(Cn2c(C)c(C(=O)NCc3cccs3)sc2=O)c1	0.1	-0.8	.	19.2	.	-0.6	-0.9	0.2
CN(CC(=O)Nc1ccc(Cl)c(Cl)c1)C(=O)CC1OC(=O)c2ccccc21 (stereo not drawn)	4.4	-1.4	2.2	-16.7	-2.1	-50.4	-1.5	3.0

# An excerpt from above in order of the miR-122 sensor value, largest number first:
molecule	miR-122 sensor
CCN(C(C)=O)c1cnc(C=NNC(N)=S)c2ccccc12	4.2
CN(CC(=O)Nc1ccc(Cl)c(Cl)c1)C(=O)CC1OC(=O)c2ccccc21 (stereo not drawn)	2.2
COc1cccc(NC(=O)COc2ccc(C)cc2)c1	-0.7

# Carrying on:
molecule	PglD inh	F508del corr	miR-122 sensor	Statin myotox sup	PGC1a acetyl inh	INS-1E GSIS act	Cneo AK release	FN deposition inh
Cc1ccc(S(=O)(=O)N2CCCC(NC(=O)N3CCN(c4ccccc4)CC3)C2)cc1 (stereo not drawn)	5.3	.	-1.9	12.1	4.6	-25.4	-0.4	.
CSc1ccc(CNCCCSc2ncccn2)cc1	4.0	2.5	-3.6	14.5	0.8	3.5	5.3	7.9
Cn1c(Cn2cnc([N+](=O)[O-])n2)nnc1SCC(=O)Nc1ccc(Br)cc1	-3.6	1.0	-2.5	12.2	-2.6	.	0.6	7.2
CCOC(=O)N1CCN(C(=O)c2cn(C)c3ccc(S(=O)(=O)N4CCOCC4)cc3c2=O)CC1	-3.2	0.7	4.4	-0.2	2.8	1.0	-0.2	-2.6
CC(C)NC(=O)N(C)C[C@H]1OCCCC[C@H](C)Oc2ccc(NC(=O)Nc3ccc4c(c3)OCO4)cc2C(=O)N([C@@H](C)CO)C[C@H]1C	-1.7	-1.1	4.0[16.7 µM]	.	-8.7	-4.5	-2.1	.
O=C(O)c1cc(-c2ccco2)nc2cc3ccccc3cc12	5.2	-1.1	-0.1	-4.3	-5.4	.	-10.6	0.1
CCOC(=O)CC1=NN(c2ccccc2)C(=O)/C1=C\c1ccc(N(C)C)cc1	.	-2.1	-0.5	5.4	3.5	0.0	.	-1.5
CSc1nc(NC(C)(C)C)nc(Oc2ccc(=O)[nH]n2)n1	-4.7	.	-6.8	-5.4	.	.	-1.9	0.3
COc1ccc(OC)c(C(C)NC(=O)C23CC4CC(CC(C4)C2)C3)c1 (stereo not drawn)	-5.5	1.1	4.5	3.2	.	2.2	-0.9	3.2
CC/C(=C\C(=O)c1cccnc1)Nc1ccc(C)c(C)c1	-5.5	.	3.0	.	3.9	.	-1.0	.
CO[C@H]1CN(C)C(=O)c2cc(NC(=O)Nc3ccc(Cl)cc3)ccc2OC[C@H](C)N(C)C[C@@H]1C	0.5	0.2	.	-81.8	-2.9	-15.9	-9.1	18.2
COc1ccc(CN2C[C@H](O)COC[C@H]3O[C@H](CC(=O)N4CCc5ccccc5C4)CC[C@@H]32)cc1	1.1	1.8	-9.9[16.7 µM]	32.7	-8.6	-7.3	-13.1	-4.4
CCCN(Cc1cc2cc(C)ccc2[nH]c1=O)C(=O)c1ccccn1	-0.7	-1.3	.	.	7.0	33.5	0.1	-13.5
Cc1ccc(S(=O)(=O)N2CCCC2)cc1C(=O)NCc1ccccn1	0.4	1.3	.	3.3	.	13.1	1.0	2.4
CCCCCCn1c(COc2ccccc2F)nnc1SCC(=O)NC1CCS(=O)(=O)C1 (stereo not drawn)	5.8	-3.9	1.2	5.9	2.8	.	-0.9	-3.0
OCCC1CN(Cc2ccccc2-c2ccco2)CCN1C1CCCC1 (stereo not drawn)	-1.3	1.4	4.2	14.1	-0.9	0.2	1.2	-4.6
Cc1ccc(N2C(=O)CSC2c2cccs2)cc1 (stereo not drawn)	4.0	.	1.9	3.5	-3.3	19.1	-0.3	1.3
Cc1csc(NC(=O)c2ccc(OCC3CCCO3)cc2)n1 (stereo not drawn)	-6.7	2.1	-4.7	2.8	5.8	.	-3.2	1.5
Cc1ccc(/C=C/C2=NN(Cc3ccc(Cl)c(Cl)c3)C(=O)CC2)cc1	-2.2	.	0.9	0.1	4.3	20.5	-1.5	.
O=C(Cc1cccs1)N1CCN(c2nc(-c3ccc(Cl)cc3)cs2)CC1	.	1.3	1.5	11.3	-1.7	-0.5	.	.
CC(C)C[C@H]1CN([C@@H](CC(C)C)CN2CCCC2CN2C(=S)NC[C@@H]2Cc2ccc(O)cc2)C(=S)N1CCc1ccccc1 (stereo partly drawn)	0.8	-0.7	-10.5	2.8	5.2	-10.7	10.8	17.6
Cc1ccc(S(=O)(=O)N2CCCC2C(=O)Nc2ccc(O)cc2)cc1 (stereo not drawn)	-5.5	0.5	-0.9	-0.7	-2.4	24.8	4.3	-7.4
CNC(=O)C[C@H]1CC[C@@H]2[C@H](COC[C@H](O)CN2Cc2ccccc2F)O1	-1.1	-4.8	-2.2[16.7 µM]	-9.7	3.0	16.9	2.5	1.7
CC1(C(=O)NS(=O)(=O)c2ccc(Cl)s2)CCN1C(=O)Cc1ccc(Cl)cc1Cl (stereo not drawn)	-0.6	-2.9	2.1	4.5	-0.8	.	0.5	-6.1
COc1cc(NS(=O)(=O)c2ccc(NC(=O)COc3ccccc3C)cc2)nc(OC)n1	4.1	.	0.3	-14.0	7.4	13.5	-2.3	.

# (listing goes on)
molecule	PglD inh	F508del corr	miR-122 sensor	Statin myotox sup	PGC1a acetyl inh	INS-1E GSIS act	Cneo AK release	FN deposition inh
Cc1ccc(C(C)n2cc(C(=O)NCc3ccccn3)nn2)cc1 (stereo not drawn)	2.6	-0.9	6.1	27.7	-0.7	10.7	-1.9	4.1
COc1ccc(NC(=O)CN2C(=O)NC(C)(Cc3ccc(OC)c(OC)c3)C2=O)cc1 (stereo not drawn)	4.9	0.3	-4.4	-0.2	.	8.1	-0.4	.
Cc1ccc(-c2nc(NC(=O)CSc3cc(C)c4ccccc4n3)ns2)cc1	2.4	0.3	-4.1	-0.2	27.5	-8.2	0.6	2.5
O=C(CSc1nc(-c2ccccc2)ns1)NCC1CCCO1 (stereo not drawn)	-0.3	-0.8	-4.0	-8.8	6.3	13.3	-11.4	1.2

# Rows were taken by chance; any-hit rate near 2.1%.
